UBC13 inh: human UBC13 polyubiquitination inhibition. AID 485273. 330,000 tested, 0.47% active. UBC13 polyubiquitin chain formation, TR-FRET. inhibition, % at 20 µM. P61088; in the data active = inhibition above about 45%, passing the limit was not always enough
Target sequence (P61088 whole entry, looked up): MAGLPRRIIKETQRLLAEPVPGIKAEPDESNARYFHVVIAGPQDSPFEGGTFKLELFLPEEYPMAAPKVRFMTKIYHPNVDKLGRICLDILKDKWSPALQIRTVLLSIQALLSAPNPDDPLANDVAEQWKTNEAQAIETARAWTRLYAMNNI
SENP6 inh: inhibitors of human SENP6 protease; Q9GZR1; Recombinant SENP6 catalytic domain, aminoluciferin luminescence; inhibition, % at 10 µM; 330,000 tested, 1.8% active; AID 2599;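 active = inhibition above about 50% at the single tested dose, limit read from the data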;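 note: plate controls were DMSO wells with enzyme for no effect and DMSO wells lacking enzyme for full effect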
SENP8 block-1: SENP8 (human) protease inhibition; Q96LD8; recombinant SENP8, Nedd8 substrate fluorescence; inhibition, % at 20 µM; 360,000 tested, 0.64% active; AID 602440; in the data active = inhibition mostly above about 40%, no sharp cut-off; inactive = mostly below about 27%
Target sequence (Q96LD8 whole entry, looked up): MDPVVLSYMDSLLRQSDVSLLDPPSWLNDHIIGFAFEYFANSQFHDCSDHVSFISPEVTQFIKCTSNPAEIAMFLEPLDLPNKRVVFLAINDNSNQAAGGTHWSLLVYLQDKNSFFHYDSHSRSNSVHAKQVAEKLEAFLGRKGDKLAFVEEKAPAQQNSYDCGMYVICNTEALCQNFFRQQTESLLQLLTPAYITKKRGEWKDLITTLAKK
SENP1 inh: inhibitors of human SENP1 SUMO protease catalytic domain. Q9P0U3. recombinant SENP1 catalytic domain, CyPet-SUMO1-YPet FRET cleavage. inhibition, % at 10 µM. 360,000 tested, 0.21% active;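 active = inhibition at least 30% at 10 µM, raw YFP signal under a set limit, fluorescence ratio 0.5 to 1.5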;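 note: 0% = enzyme with DMSO and 100% = no enzyme wells; some results filed as inactive read as strong as hits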
Target sequence (Q9P0U3 419-644 limits assumed): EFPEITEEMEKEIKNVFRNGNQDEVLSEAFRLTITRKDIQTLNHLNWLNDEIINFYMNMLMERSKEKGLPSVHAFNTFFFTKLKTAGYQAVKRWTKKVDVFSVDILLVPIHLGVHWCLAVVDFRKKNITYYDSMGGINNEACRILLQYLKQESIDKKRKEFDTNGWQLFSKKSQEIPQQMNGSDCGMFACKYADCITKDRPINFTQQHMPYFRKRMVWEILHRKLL
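Compound: 10 µM single point, 0.5% DMSO; Test system: hSENP1 catalytic domain, recombinant; Timing: 50 min reaction at room temperature; Technique: FRET, CFP and YFP emission; Control set: no-enzyme wells low, DMSO-plus-enzyme wells high control.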
SENP8 block-2: inhibitors of human SENP8 protease; 330,000 tested, 1.2% active; purified SENP8, Z-RLRGG-aminoluciferin cleavage, luminescence; AID 2540; Q96LD8; inhibition, % at 10 µM; in the data active = inhibition above about 50%
Apaf-1 inh: inhibitors of human Apaf-1 apoptosome; reconstituted apoptosome caspase-3 activity, DEVD-Rh110 fluorescence; inhibition, % at 20 µM; 330,000 tested, 0.71% active; AID 489030; active = inhibition of at least 40% at 20 µM;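 note: plate controls were DMSO wells for no effect and DEVD-CHO caspase inhibitor wells for full effect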
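System: reconstituted apoptosome with Apaf-1, cytochrome c, caspase-9, procaspase-3, dATP; Signal: Rh110 fluorescence intensity; Schedule: 30 min compound preincubation, 50 min activation, room temperature; Reagent: cytochrome c trigger plus (Z-DEVD)2-Rh110 caspase-3 substrate.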
A3G deaminase: APOBEC3G (human) deaminase inhibition | Q9HC16 | recombinant A3G, ssDNA deamination FAM/TAMRA fluorescence | inhibition, % at 20 µM | 330,000 tested, 0.28% active;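 active = inhibition of at least 40% at 20 µM, with no more than 30% in the related APOBEC3A deaminase screen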;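 note: plate controls were DMSO wells with A3G for no effect and wells lacking A3G enzyme for full effect; some compounds called inactive have numbers as strong as hits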
SENP7 inh: inhibitors of human SENP7 protease; recombinant SENP7, Z-RLRGG-aminoluciferin luminescence, 40 min; inhibition, % at 5 µM; 330,000 tested, 1.5% active;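 active = inhibition above about 50% at the single test dose, limit read from the data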;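 note: plate controls were DMSO with enzyme for no effect and no enzyme buffer wells for full effect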
Target sequence (Q9BQF6 706-1050 limits assumed): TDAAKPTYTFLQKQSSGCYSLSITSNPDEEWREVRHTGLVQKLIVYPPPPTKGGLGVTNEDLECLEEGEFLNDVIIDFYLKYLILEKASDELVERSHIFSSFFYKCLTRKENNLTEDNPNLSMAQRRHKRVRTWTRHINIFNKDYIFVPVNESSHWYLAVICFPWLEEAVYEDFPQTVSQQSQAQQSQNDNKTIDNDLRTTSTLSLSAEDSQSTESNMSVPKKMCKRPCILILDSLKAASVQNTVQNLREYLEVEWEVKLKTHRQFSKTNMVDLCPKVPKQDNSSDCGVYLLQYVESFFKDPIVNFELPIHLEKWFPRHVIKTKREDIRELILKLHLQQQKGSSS
Active calls of the source: *.

SMILES	UBC13 inh	SENP6 inh	SENP8 block-1	SENP1 inh	SENP8 block-2	Apaf-1 inh	A3G deaminase	SENP7 inh
O=S1(=O)N=C(N=Nc2c(O)[nH]c3ccccc23)c2ccccc21	-57	-8	36	2	0	-9	-6	-2
NCCN1CCN(S(=O)(=O)c2ccc([N+](=O)[O-])cc2)C=C1c1ccc(Cl)cc1	31	14	8	-3	-5	43*	-5	7
Cc1ccc(CNC(=O)c2nnn(-c3cccc(C)c3)c2N)cc1	-21	-1	6	0	-6	12	-6	-3
Cc1ccc(N(CCC(=O)NC(C)(C)C)S(=O)(=O)c2ccc(C)cc2)cc1	6	3	2	0	7	4	-6	2
CCCc1nc([N+](=O)[O-])c(S(=O)(=O)c2ccccc2)n1CC(C)C	-4	2	11	1	-9	-12	-7	-11
COc1ccccc1C(=O)NC(=S)Nc1ccc(Cc2ccncc2)cc1	3	2	12	-1	0	15	-2	7
NC(=O)c1cc(S(=O)(=O)NCCCc2ccco2)cs1	-3	-7	12	1	7	3	0	2
CN(C)c1ncc(CN2CCC(C(=O)Nc3ccc(-n4cccn4)cc3)CC2)s1	3	-2	5	-2	-6	6	-5	2
Cc1cccc(N2CN(S(=O)(=O)c3cccc([N+](=O)[O-])c3)c3nc4ccccc4nc32)c1	-15	-14	1	-4	-3	-5	-7	3
COc1ccc2oc(C(=O)N3CCN(S(=O)(=O)c4cccc([N+](=O)[O-])c4)CC3)c(C)c2c1	-13	-9	-1	-3	-11	26	-5	-9
Cn1cc(CN2CCN(Cc3ccccc3)C(CCO)C2)c(-c2ccccc2)n1 (stereo unspecified)	3	-11	2	2	-1	-1	4	9
O=C(N/N=C/c1ccccc1O)C1CCCC1	-4	-2	-66	-9	5	5	0	-3
COc1ccc(NC(=O)CN2CCN(Cc3ccccc3)CC2)cc1	5	-9	7	-1	-4	-13	-11	0
Cn1nc(-c2ccc(OCC(=O)Nc3ccccc3)cc2)c2ccccc2c1=O	0	-3	7	1	-2	15	-1	2
C/C(=N\Nc1cccc([N+](=O)[O-])c1)c1cc2ccccc2o1	-10	-21	22	5	-4	-7	-5	5
COc1cc2c(cc1OC)CN(C(=O)c1cc(C3CC3)nn1-c1ccccc1)CC2	-3	-14	1	0	-8	26	-10	-2
Cc1ccc(S(=O)(=O)N2CCC(=O)N(C(COCc3cccc(Cl)c3)Cc3ccccc3)CC2)cc1 (stereo unspecified)	12	2	18	-1	6	23	-7	-2
Cc1cccc(Nc2nc(N)nc(CSc3nccn3C)n2)c1	-7	-1	17	1	3	5	-3	9
COc1cccc(CNC(=O)c2cc(S(=O)(=O)N3CCOCC3)ccc2N2CCCC2)c1	4	-8	-66	-1	6	4	-8	0
CCOc1ccc(NC(=O)NC2CCCc3ccccc32)cc1 (stereo unspecified)	2	-10	8	0	-4	15	3	6
Cc1c(NC(=O)c2ccc(Cl)c([N+](=O)[O-])c2)cccc1-n1cnnn1	0	10	23	0	-8	4	22	13
Cc1nc(SCC(=O)O)c2oc3ccccc3c2n1	-4	-9	47*	0	6	2	0	6
COc1ccc(NC(=O)N2CCN(C(=O)C(Cc3ccc(F)cc3)NC(C)=O)CC2)cc1 (stereo unspecified)	-6	-21	21	2	0	-11	-8	10
Cc1cc(NC(=O)CSc2nnc(CNC(=O)c3ccc(F)cc3)o2)no1	-6	-2	3	3	9	-9	-5	-3
COc1ccc(CN(Cc2ccc(C(=O)O)cc2)C(=S)Nc2ccccc2Cl)cc1OC	-20	-19	8	2	-12	0	-7	-5

The list continues.
SMILES	UBC13 inh	SENP6 inh	SENP8 block-1	SENP1 inh	SENP8 block-2	Apaf-1 inh	A3G deaminase	SENP7 inh
CC1NC(=O)N(C)C2NC(=O)N(C)C(c3ccccc3)C12 (stereo unspecified)	1	2	11	1	5	-7	-5	8
COc1cc(/C=c2\sc3n(c2=O)CCCN=3)ccc1O	-8	-15	-37	26	0	-3	-3	6
O=C(O)/C=C/c1cccc(NS(=O)(=O)c2ccccc2)c1	4	-8	6	5	0	-33	0	5
Cc1nc2ccccc2nc1CN1CCN(Cc2ccc(F)c(F)c2)C(CCO)C1 (stereo unspecified)	0	3	-22	-6	-1	2	0	3
CCC(C)(C)n1nnnc1C(c1ccncc1)N1CCN(c2cccc(OC)c2)CC1 (stereo unspecified)	3	-9	26	-1	-1	-10	0	6
COc1ccc2c(c1)C=C(C(=O)NCc1ccc(Cl)cc1)CO2	18	-4	-26	-13	-2	5	-3	0
COc1nc(NC(C)(C)C)nc(Oc2ccc(=O)n(-c3ccccc3)n2)n1	-1	-14	2	6	4	11	-5	9
CC1(C(=O)O)CCC(C(=O)Nc2ccccc2)C1(C)C (stereo unspecified)	-1	-9	22	1	-4	-12	-8	2
CCN(C(=O)COc1ccccc1)C1CCCCC1	0	9	10	0	3	-6	-13	5
COc1ccccc1NC(=S)N(Cc1ccco1)Cc1cc2cc(C)ccc2[nH]c1=O	-2	-9	-15	0	5	6	-2	8
Cc1cccc(Cn2ccc(N)n2)c1	-6	23	19	2	-3	-3	4	13
Cc1c(Cl)c([N+](=O)[O-])nn1CC(=O)NCc1cccs1	-4	-8	0	2	-6	-5	-7	4
CCOC(=O)C1(Cc2cccc(OC)c2)CCCN(S(=O)(=O)N(C)C)C1 (stereo unspecified)	0	-12	11	0	5	-13	-10	-4
COC(=O)Cn1c2nc3ccccc3nc2c2cccc(C)c21	15	0	-317	-25	-9	8	-8	-7
COc1ccc(C2CC(=O)Oc3ccc(C(C)(C)C)cc32)cc1 (stereo unspecified)	8	-6	13	5	3	7	-7	-5
CCn1cc(/C=N/NC(=O)c2ccc3c(c2)OCO3)c(C)n1	-17	-18	15	-1	0	5	4	-1
COc1cccc(CNC(=O)Cn2ccc3cc(S(=O)(=O)N4CCCCCC4)ccc32)c1	-1	-16	14	2	5	3	-6	1
O=C(Oc1ccc(-n2cnnn2)cc1)c1ccccc1	-4	-4	13	5	-13	1	2	3
Cc1cccc(OCc2nnc(SCC(=O)Nc3cc(C)on3)n2C)c1	3	6	2	2	-11	-7	-7	-4
CCS(=O)(=O)N1CCN(Cc2c[nH]c3ccccc23)CC1	-12	-9	-4	-4	-12	7	-13	-9
CC(=O)Cc1nsc(NC(=O)c2ccc(COc3ccccc3)o2)n1	-2	-1	7	0	-1	-6	0	2
Cc1nc2nc(COc3ccccc3)nn2c(C)c1Cl	4	-10	22	3	-2	-5	-8	-12
CCCn1cc(C(=O)OCC)c(=O)c2cc(F)c(F)cc21	-4	-17	-4	1	-7	-7	0	-1
Cc1n[nH]c(=O)nc1NC(C)c1ccccc1 (stereo unspecified)	3	-12	9	0	1	-2	-3	-5
CC(=O)Nc1cccc(C(=O)N2CCN(Cc3ccccc3)CC2)c1	4	24	32	3	-3	-9	-1	6

Ordered by the number under SENP6 inh (lowest first): 7 of the compounds above
molecule | UBC13 inh | SENP6 inh | SENP1 inh | A3G deaminase | SENP7 inh
CCn1cc(/C=N/NC(=O)c2ccc3c(c2)OCO3)c(C)n1 | -17 | -18 | -1 | 4 | -1
CCCn1cc(C(=O)OCC)c(=O)c2cc(F)c(F)cc21 | -4 | -17 | 1 | 0 | -1
COc1cc(/C=c2\sc3n(c2=O)CCCN=3)ccc1O | -8 | -15 | 26 | -3 | 6
COc1ccccc1NC(=S)N(Cc1ccco1)Cc1cc2cc(C)ccc2[nH]c1=O | -2 | -9 | 0 | -2 | 8
CC(=O)Cc1nsc(NC(=O)c2ccc(COc3ccccc3)o2)n1 | -2 | -1 | 0 | 0 | 2
Cc1nc2ccccc2nc1CN1CCN(Cc2ccc(F)c(F)c2)C(CCO)C1 (stereo unspecified) | 0 | 3 | -6 | 0 | 3
Cc1cccc(Cn2ccc(N)n2)c1 | -6 | 23 | 2 | 4 | 13

(continued)
SMILES	UBC13 inh	SENP6 inh	SENP8 block-1	SENP1 inh	SENP8 block-2	Apaf-1 inh	A3G deaminase	SENP7 inh
Cc1ccc(CNC(=O)Nc2ccc3c(c2)N(C)C(=O)CS3)cc1	6	-12	-2	2	1	1	-5	-4
COc1ccc(/C=N/Nc2nc(-c3cccc(S(=O)(=O)N4CCCC4)c3)cs2)cc1OC	-15	-11	-126	-4	1	-1	-10	4
COc1cccc(CN(C(=O)c2cnccn2)C(C(=O)NC2CCCCC2)c2cc(OC)c(OC)c(OC)c2)c1 (stereo unspecified)	-1	-8	9	1	3	2	-9	2
COc1ccccc1NC(=O)CCNC(=O)c1ccc(C)cc1	-2	-11	11	1	17	1	11	2
O=C(Nc1ccccc1-c1ccccc1)c1cnccn1	3	1	8	1	-3	7	-7	-11
O=C(CSc1nnnn1-c1ccc(F)cc1)NNC(=O)c1ccco1	14	0	14	2	2	-27	-5	10
c1ccc(CCc2nc(-c3ccncc3)no2)cc1	-10	-15	10	-1	-10	9	-4	-4
COc1ccc(N(CC(=O)N2CCN(c3ccc(F)cc3)CC2)S(=O)(=O)c2c(C)noc2C)cc1	2	-7	10	3	1	15	-4	-6
O=C(OCc1c(-c2ccccc2)ncc2ccccc12)c1ccc(F)cc1	6	-9	5	0	-13	22	-7	0
COC(=O)c1ccc(OCC(O)CN2CCc3cc(OC)c(OC)cc3C2c2ccccc2)cc1 (stereo unspecified)	2	-29	-2	0	-4	20	-12	-3
O=C(Cc1ncc(C(F)(F)F)cc1Cl)Nc1cccc(Br)c1	0	-14	8	2	-12	8	-5	-12
COc1ccc(NC(=O)CN(C)C(=O)c2ccccc2Sc2ncnc3sc(C)c(C)c23)cc1	0	8	8	1	0	13	4	1
O=C(NN=C1CCCCCC1)c1ccc(Br)o1	-8	-19	8	4	-7	-2	-6	-13
CCc1nn(CC(=O)Nc2cc(C)ccc2C)c(=N)s1	-3	-25	9	-1	-10	-3	-1	-11
Cc1cc(NS(=O)(=O)c2ccc(NC(=O)COc3ccc(Cl)cc3)cc2)no1	-7	-9	9	-1	-1	-4	-1	4
COCCCN(C(=O)Nc1cccc(Cl)c1)C(C)c1ccccn1 (stereo unspecified)	4	2	4	3	1	-12	-11	1
O=C(CCc1ccccc1)Nc1ccc(N2CCOCC2)cc1	-4	-12	27	2	-3	-21	-6	0
CCn1cc(C(=O)NCCCN2CCCC(C)C2)c(=O)c2cc(S(=O)(=O)N3CCOCC3)ccc21 (stereo unspecified)	-6	13	11	1	-9	4	8	4
CN(C(=O)c1ccccc1C(=O)OCC(=O)c1ccc(F)cc1)c1ccccc1	-8	-4	13	-1	-13	7	-8	-8
COc1cc(C(=O)NCC(=O)N2CC=C(c3ccccc3)CC2)cc(OC)c1OC	6	2	-4	2	8	-1	-10	-3
O=c1ccc(Br)c[nH]1	-1	11	42*	2	10	2	-6	14
NC(=O)c1ccsc1NC(=O)COC(=O)c1ccc([N+](=O)[O-])o1	0	16	25	-1	14	-9	-5	15
O=C(CNCCc1ccccc1)Nc1ccc(C(=O)N2CCCCC2)cc1	-4	-21	13	1	2	13	-3	-5
COc1ccc(Cc2nnc(Nc3ccc4c(c3)OCCO4)[nH]c2=O)cc1	0	-5	9	0	-3	-1	-6	-6
CC1CC(C)CN(C(=O)Cc2c(C(=O)O)[nH]c3ccc(Cl)cc23)C1 (stereo unspecified)	0	1	4	-1	-1	3	-2	4
Clc1ncnc2scc(C3COc4ccccc4O3)c12 (stereo unspecified)	-5	-1	-12	-15	-10	18	-3	-3
COC(=O)c1sc(NC(=O)c2ccc(C)o2)nc1C	5	46	-144	1	38	-10	-2	50

A few values from the results shown:
Result for `COc1cc(C(=O)NCC(=O)N2CC=C(c3ccccc3)CC2)cc(OC)c1OC` under UBC13 inh: 6
Result for `COc1ccccc1NC(=O)CCNC(=O)c1ccc(C)cc1` under SENP6 inh: -11

Compound activity deposited in PubChem by Sanford-Burnham Center for Chemical Genomics.
